IDE exosite inh: exo-site inhibitors of human IDE, primary screen, biochemical, fluorescence anisotropy, probe displacement; AID 1259349, 2017; 17,000 tested, 6.3% active; purified IDE, FL-6b probe fluorescence polarization; active compounds read low; z-score at 20 µM; Insulin-degrading enzyme (Homo sapiens), P14735;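 active = z-score of -3 or lower, meaning strong loss of probe binding signal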;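 also: His-tagged human IDE residues 42-1019 made in E. coli with 30 nM FL-6b probe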
Target sequence (P14735 42-1019 limits assumed): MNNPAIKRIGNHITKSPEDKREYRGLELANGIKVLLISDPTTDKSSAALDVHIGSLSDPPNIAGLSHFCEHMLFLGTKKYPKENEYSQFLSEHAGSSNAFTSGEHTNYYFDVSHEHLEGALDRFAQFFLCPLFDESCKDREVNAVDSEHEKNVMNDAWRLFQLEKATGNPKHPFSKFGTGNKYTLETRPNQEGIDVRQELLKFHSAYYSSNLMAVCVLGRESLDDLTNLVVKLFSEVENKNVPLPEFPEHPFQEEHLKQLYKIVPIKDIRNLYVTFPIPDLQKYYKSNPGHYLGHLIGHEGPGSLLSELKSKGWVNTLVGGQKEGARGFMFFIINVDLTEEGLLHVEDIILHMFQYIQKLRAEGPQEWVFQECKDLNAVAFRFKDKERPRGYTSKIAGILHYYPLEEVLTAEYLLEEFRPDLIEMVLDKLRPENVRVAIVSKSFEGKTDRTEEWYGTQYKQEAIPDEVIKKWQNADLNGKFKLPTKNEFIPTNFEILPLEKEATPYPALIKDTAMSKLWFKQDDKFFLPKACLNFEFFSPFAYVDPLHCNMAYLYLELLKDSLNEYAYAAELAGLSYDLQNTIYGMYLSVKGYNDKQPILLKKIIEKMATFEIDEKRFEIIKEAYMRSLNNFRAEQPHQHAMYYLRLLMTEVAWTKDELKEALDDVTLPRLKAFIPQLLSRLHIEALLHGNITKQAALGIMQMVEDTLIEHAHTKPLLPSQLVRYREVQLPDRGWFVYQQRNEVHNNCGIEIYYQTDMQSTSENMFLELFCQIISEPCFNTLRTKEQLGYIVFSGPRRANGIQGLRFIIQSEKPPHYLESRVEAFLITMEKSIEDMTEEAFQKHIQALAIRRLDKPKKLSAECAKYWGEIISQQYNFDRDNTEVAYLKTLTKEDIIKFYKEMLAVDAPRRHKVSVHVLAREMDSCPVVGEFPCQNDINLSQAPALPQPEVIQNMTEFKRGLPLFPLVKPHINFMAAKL
An asterisk follows results filed as active; & = joins results of further samples.

COc1cccc(-c2ccc3c(c2)[C@@H]2[C@@H](CCN2S(=O)(=O)c2cn(C)cn2)[C@@H](CO)N3)c1
  IDE exosite inh: 0.95

CC(C)C#Cc1ccc([C@H]2[C@@H](CO)N3CCCCN(C(=O)NC(C)C)C[C@H]23)cc1
  IDE exosite inh: -1.82

O=C(C[C@H]1C[C@@H]2c3cc(NC(=O)NC4CCCC4)ccc3O[C@@H]2[C@H](CO)O1)NCc1ccccc1F
  IDE exosite inh: -0.392

COc1cccc(-c2ccc([C@@H]3[C@H]4CN(C(=O)C5CC5)CC(=O)N4[C@H]3CO)cc2)c1
  IDE exosite inh: -10.5*

COc1ccccc1NC(=O)N1CCCCN2[C@H](CO)[C@@H](c3ccc(C#Cc4ccccc4)cc3)[C@@H]2C1
  IDE exosite inh: 3.84

COc1ccc2c3c([nH]c2c1)[C@H](CO)N(C(=O)Nc1ccc(F)cc1)CC31CCN(C(=O)Cc2ccncc2)CC1
  IDE exosite inh: 1.21

O=C(Nc1ccccc1)N1CCCCN2[C@H](CO)[C@@H](c3ccc(C#Cc4cccnc4)cc3)[C@H]2C1
  IDE exosite inh: 2.07

COc1ccc(-c2ccc(C3[C@H]4CNC[C@@H]3N4C(=O)Nc3ccc(F)cc3)cc2)cc1 (some centres not stated)
  IDE exosite inh: 5.11&3.97

O=C(N[C@@H]1CC[C@H](CCNS(=O)(=O)c2ccc(F)cc2)O[C@H]1CO)C1CCC1
  IDE exosite inh: 0.919

O=C(C[C@@H]1CC[C@H]2[C@@H](COC[C@H](O)CN2C(=O)c2cnccn2)O1)NCc1ccc(Cl)cc1
  IDE exosite inh: -0.151

O=C(Nc1ccc(F)cc1)N1CCCCN2[C@@H](CO)[C@@H](c3ccc(C#Cc4ccccn4)cc3)[C@@H]2C1
  IDE exosite inh: 2.85

C[C@H](CO)N1C[C@H](C)[C@@H](CN(C)S(=O)(=O)c2ccc(F)cc2)OCCCC[C@H](C)Oc2ccc(N(C)C)cc2C1=O
  IDE exosite inh: 0.442

O=C(C1CCOCC1)N1CC(=O)N2[C@H](CO)[C@H](c3ccc(-c4ccccc4F)cc3)[C@@H]2C1
  IDE exosite inh: -1.71

COc1ccc2c3c(n(C)c2c1)[C@H](CO)N(Cc1ccncc1)CC31CN(C(=O)Nc2cccc(F)c2)C1
  IDE exosite inh: 0.683

C[C@H]1CN([C@@H](C)CO)C(=O)c2ccccc2-c2ccccc2CO[C@H]1CN(C)C(=O)Nc1ccnc(N2CCOCC2)c1
  IDE exosite inh: -0.42

C[C@@H]1CN([C@@H](C)CO)C(=O)Cc2cc(NC(=O)CCC(F)(F)F)ccc2O[C@H]1CN(C)CC1CC1
  IDE exosite inh: 0.525

CC(=O)N(Cc1cccc(F)c1)C[C@@H]1[C@@H](c2ccccc2)[C@@H](CO)N1C(C)=O
  IDE exosite inh: 0.412

Cc1ccc(S(=O)(=O)N2C[C@H](O)COC[C@H]3O[C@H](CC(=O)NCc4ccc5c(c4)OCO5)CC[C@@H]32)cc1
  IDE exosite inh: 0.185

C[C@H]1CCCCO[C@@H](CN(C)S(=O)(=O)c2ccc(F)cc2)[C@@H](C)CN([C@@H](C)CO)C(=O)c2cc(N(C)C)ccc2O1
  IDE exosite inh: 0.305

Cc1ccccc1S(=O)(=O)N1CCCCN2[C@H](CO)[C@@H](c3ccc(-c4cccc(F)c4)cc3)[C@H]2C1
  IDE exosite inh: 4.08

CS(=O)(=O)N1[C@@H](C#N)[C@H](c2ccccc2)[C@@H]1CO
  IDE exosite inh: 1.26

C/C=C/c1ccc([C@H]2[C@@H](C#N)N(C(=O)NC3CCCC3)[C@H]2CO)cc1
  IDE exosite inh: 4.01

CCC(=O)N1[C@H](CO)[C@@H](c2ccc(-c3cccc(F)c3)cc2)[C@@H]1CN(C)C(C)=O
  IDE exosite inh: 0.408

CCC(=O)N1CCCCN2[C@@H](CO)[C@H](c3ccc(C#Cc4cccnc4)cc3)[C@@H]2C1
  IDE exosite inh: -5.36*

O=C(C[C@@H]1CC[C@@H](NC(=O)C2CCOCC2)[C@H](CO)O1)NCC1CCCCC1
  IDE exosite inh: 1.79

COc1ccc2c3c([nH]c2c1)[C@@H](CO)N(C(=O)c1ccccn1)CC31CN(C(=O)C2CCC2)C1
  IDE exosite inh: -0.292

Cn1cnc(S(=O)(=O)N2CCCCN3[C@H](CO)[C@@H](c4ccc(C#CC5CCCC5)cc4)[C@H]3C2)c1
  IDE exosite inh: 2.84

O=C(c1cccc(F)c1)N1CC(=O)N2[C@H](CO)[C@@H](c3ccc(/C=C/c4ccccc4)cc3)[C@H]2C1
  IDE exosite inh: -0.622

Fc1ccc(-c2ccc(C3[C@@H]4CN(Cc5nccs5)C[C@H]3N4)cc2)cc1 (some centres not stated)
  IDE exosite inh: -0.36&0.507

CCCC#Cc1ccc([C@H]2[C@@H](CO)N3C(=O)CN(C(=O)c4cccc(F)c4)C[C@@H]23)cc1
  IDE exosite inh: 2.35

COc1cccc(NC(=O)N2C[C@H](O)COC[C@H]3O[C@@H](CC(=O)N(C)C)CC[C@@H]32)c1
  IDE exosite inh: -1.13

COc1cccc(CN2CC3(C2)CN(C(=O)C2CC2)[C@H](CO)c2[nH]c4cc(OC)ccc4c23)c1
  IDE exosite inh: 0.318

COc1cccc(-c2ccc3c(c2)[C@H]2[C@H](CCN2C(=O)c2ccccc2F)[C@@H](CO)N3C)c1
  IDE exosite inh: 1.69

C[C@H](O)C#Cc1ccc([C@H]2[C@@H](CO)N3CCCCN(C(=O)c4ccc(F)cc4)C[C@@H]23)cc1
  IDE exosite inh: 0.249

COc1cccc(-c2ccc([C@H]3[C@@H](CO)N4CCCCN(Cc5cncnc5)C[C@H]34)cc2)c1
  IDE exosite inh: -6.61*

COc1ccc(NC(=O)N2CCCCN3[C@H](CO)[C@@H](c4ccc(-c5ccccc5F)cc4)[C@@H]3C2)cc1
  IDE exosite inh: -0.474

CCCNC[C@H]1[C@@H](c2ccc(-c3cccc(C#N)c3)cc2)[C@@H](CO)N1C(C)=O
  IDE exosite inh: 2

Cc1ccc(S(=O)(=O)N(C)C[C@H]2OCCCC[C@H](C)Oc3ccc(NC(=O)c4ccncc4)cc3C(=O)N([C@H](C)CO)C[C@H]2C)cc1
  IDE exosite inh: 0.98

COc1ccc(S(=O)(=O)Nc2ccc3c(c2)C(=O)N([C@H](C)CO)C[C@@H](C)[C@H](CN(C)S(=O)(=O)c2ccc(Cl)cc2)OCCCC[C@@H](C)O3)cc1
  IDE exosite inh: 0.324

C[C@H]1CN([C@@H](C)CO)C(=O)CCCn2nncc2CO[C@H]1CN(C)C(=O)c1ccc2ccn(C)c2c1
  IDE exosite inh: 0.784

O=C(N[C@H]1CC[C@@H](CCNS(=O)(=O)c2ccc(F)cc2)O[C@H]1CO)C1CCC1
  IDE exosite inh: -0.0542

COc1ccc2c3c([nH]c2c1)[C@@H](CO)N(C(=O)C1CCOCC1)CC31CCN(Cc2nccs2)CC1
  IDE exosite inh: 1.01

COCC(=O)N1[C@H](CO)[C@H](c2ccccc2-c2cccc(F)c2)[C@@H]1C#N
  IDE exosite inh: 2.04

CCC(=O)N1CCCCN2[C@H](CO)[C@@H](c3ccc(C#Cc4ccccc4F)cc3)[C@@H]2C1
  IDE exosite inh: -5.78*

COc1cccc(-c2ccc([C@@H]3[C@H]4CN(C(=O)NC(C)C)CC(=O)N4[C@H]3CO)cc2)c1
  IDE exosite inh: -11.8*

CN(C)CC#Cc1ccc([C@@H]2[C@@H](CO)N3CCCCN(C(=O)Nc4ccc(F)cc4)C[C@H]23)cc1
  IDE exosite inh: 1.89

O=C(Cc1ccccc1)N1CC(=O)N2[C@@H](CO)[C@H](c3ccc(C#CCc4ccccc4)cc3)[C@@H]2C1
  IDE exosite inh: -1.33

N#C[C@H]1[C@@H](c2ccccc2-c2cccc(F)c2)[C@@H](CO)N1C(=O)NC1CCCCC1
  IDE exosite inh: -0.364

O=C1CN(Cc2ccccc2)C[C@H]2[C@@H](c3ccc(-c4ccccc4F)cc3)[C@H](CO)N12
  IDE exosite inh: 0.254

COCC(=O)N1CCCCN2[C@@H](CO)[C@@H](c3ccc(C#Cc4ccc(OC)cc4)cc3)[C@@H]2C1
  IDE exosite inh: 0.565

C[C@@H]1CN([C@@H](C)CO)C(=O)Cc2cc(NC(=O)CCC(F)(F)F)ccc2O[C@@H]1CN(C)CC1CC1
  IDE exosite inh: -1.04

CCS(=O)(=O)N1CC(=O)N2[C@H](CO)[C@@H](c3ccc(C4=CCCCC4)cc3)[C@@H]2C1
  IDE exosite inh: -0.204

O=C(Nc1ccc(Cl)cc1)N1C[C@H]2[C@@H](c3ccccc31)[C@H](CO)N2CC1CCCCC1
  IDE exosite inh: 1.91

C[C@@H]1CN([C@H](C)CO)C(=O)c2cc(/C=C/c3ccccc3)cnc2O[C@H]1CN(C)S(=O)(=O)c1ccccc1F
  IDE exosite inh: -4.63*

CN(C)C(=O)c1ccc(-c2ccc([C@@H]3[C@@H](CO)N4CCCCN(CC5CC5)C[C@@H]34)cc2)cc1
  IDE exosite inh: 4.26

COc1ccc2c3c([nH]c2c1)[C@@H](CO)N(C(=O)CN1CCOCC1)CC31CCN(CC2CCCC2)CC1
  IDE exosite inh: -0.267

CN(C)C(=O)c1ccc(-c2ccc([C@@H]3[C@@H](C#N)N(C(=O)Cc4ccccn4)[C@H]3CO)cc2)cc1
  IDE exosite inh: 0.855

O=C(C[C@@H]1C=C[C@@H](NC(=O)c2cnccn2)[C@H](CO)O1)NCc1ccccc1F
  IDE exosite inh: 1.32

C/C=C/c1ccc([C@H]2[C@@H](CO)N3CCCCN(C(=O)C4CCCC4)C[C@@H]23)cc1
  IDE exosite inh: 0.345

CCC(=O)N(CC1CCC1)C[C@H]1[C@H](c2ccccc2)[C@@H](CO)N1C(C)=O
  IDE exosite inh: 3.35

C[C@H](CO)N1C[C@H](C)[C@@H](CN(C)S(=O)(=O)c2cn(C)cn2)OCCCC[C@H](C)Oc2ccc(NC(=O)Nc3cccc4ccccc34)cc2C1=O
  IDE exosite inh: -0.843

CC(C)N(C[C@@H]1N[C@H](CO)[C@@H]1c1ccccc1)C(=O)c1ccccc1
  IDE exosite inh: 4.78

CCCNC(=O)N1[C@H](CO)[C@H](c2ccccc2-c2ccc(C)cc2)[C@@H]1C#N
  IDE exosite inh: 2.29

Cc1ccccc1-c1ccccc1[C@@H]1[C@@H](C#N)N(C(=O)c2ccc(F)cc2)[C@H]1CO
  IDE exosite inh: 1.75

O=C(Nc1ccc(F)cc1)N1CCCCN2[C@H](CO)[C@H](c3ccc(C#CC4CC4)cc3)[C@H]2C1
  IDE exosite inh: 4.15

C[C@H](NC(=O)C[C@H]1CC[C@H]2[C@@H](COC[C@H](O)CN2C(=O)Nc2cccc(Cl)c2)O1)c1ccccc1
  IDE exosite inh: 1.23

C/C=C/c1ccc([C@H]2[C@@H](CN(C)C(=O)CC)N(C(=O)NCCC)[C@H]2CO)cc1
  IDE exosite inh: 5.75

COc1ccc([C@@H]2C/C=C\C[C@@H](c3cccc(Cl)c3)NC(=O)[C@@H](c3ccccc3)CC(=O)N2)c(OC)c1
  IDE exosite inh: -0.444

COCC#Cc1ccc([C@@H]2[C@@H](CO)N3CCCCN(C(=O)COC)C[C@@H]23)cc1
  IDE exosite inh: 1.49

O=C(c1ccncc1)N1CC(=O)N2[C@H](CO)[C@@H](c3ccc(-c4cccnc4)cc3)[C@H]2C1
  IDE exosite inh: 2.02

CN1c2ccc(-c3ccccc3)cc2[C@@H]2[C@@H](CCN2C(=O)NC2CCCCC2)[C@H]1CO
  IDE exosite inh: 2.4

COc1ccc(CNC(=O)C[C@@H]2C=C[C@H](NC(=O)c3cccc(F)c3)[C@@H](CO)O2)cc1
  IDE exosite inh: -0.699

CN1[C@@H]2CN(C(=O)Nc3cc(F)ccc3F)c3ccccc3[C@@H]2[C@@H]1CO
  IDE exosite inh: 0.799

COCC#Cc1ccc([C@@H]2[C@H](CO)N3CCCCN(S(=O)(=O)c4ccc(OC)cc4)C[C@@H]23)cc1
  IDE exosite inh: 2.81

COc1ccccc1C#Cc1ccc([C@H]2[C@@H](CO)N3CCCCN(S(C)(=O)=O)C[C@H]23)cc1
  IDE exosite inh: -9.88*

Cc1noc(C)c1S(=O)(=O)N(C)C[C@@H]1Oc2c(NC(=O)c3ccc(-c4nccs4)cc3)cccc2C(=O)N([C@@H](C)CO)C[C@@H]1C
  IDE exosite inh: 1.19

C[C@@H]1CN([C@H](C)CO)C(=O)c2cc(NC(=O)Nc3cccc4ccccc34)ccc2O[C@@H](C)CCCCO[C@H]1CN(C)Cc1ccc(C(F)(F)F)cc1
  IDE exosite inh: 0.0315

N#C[C@@H]1[C@@H](c2ccccc2)[C@H](CO)N1C(=O)Cc1ccccn1
  IDE exosite inh: -0.476

CCc1csc(N2[C@H](C#N)[C@H](c3ccc(-c4ccc(F)cc4)cc3)[C@H]2CO)n1
  IDE exosite inh: 3.81

COCC#Cc1ccc([C@@H]2[C@@H](CO)N3CCCCN(S(=O)(=O)c4ccccc4C)C[C@@H]23)cc1
  IDE exosite inh: 2.5

O=C(C[C@H]1CC[C@H]2[C@@H](COC[C@H](O)CN2Cc2ccc(Oc3ccccc3)cc2)O1)N1CCN(c2ccccc2)CC1
  IDE exosite inh: -0.352

CC(=O)N1CC(=O)N2[C@H](CO)[C@@H](c3ccc(-c4cccc(C(=O)N(C)C)c4)cc3)[C@@H]2C1
  IDE exosite inh: 2.27

CO[C@@H]1CN(C)C(=O)c2ccc(NC(=O)c3cc(C)on3)cc2OC[C@@H](C)NC[C@@H]1C
  IDE exosite inh: -1.27

COc1ccc(S(=O)(=O)Nc2ccc3c(c2)C(=O)N([C@@H](C)CO)C[C@@H](C)[C@@H](CN(C)S(=O)(=O)c2ccc(Cl)cc2)OCCCC[C@@H](C)O3)cc1
  IDE exosite inh: -0.0434

O=C(C[C@@H]1CC[C@@H]2[C@H](COC[C@@H](O)CN2C(=O)c2ccc(F)cc2)O1)N1CCCCC1
  IDE exosite inh: 0.178

CN1c2ccc(-c3ccc(F)cc3)cc2[C@H]2[C@H](CCN2C(=O)Cc2cccnc2)[C@H]1CO
  IDE exosite inh: 0.646

O=C(C[C@@H]1CC[C@@H]2[C@H](COC[C@@H](O)CN2CC2CCOCC2)O1)NCc1ccc(Cl)cc1
  IDE exosite inh: -1.06

Cc1ccccc1-c1ccc([C@H]2[C@@H](CO)N3CCCCN(S(C)(=O)=O)C[C@H]23)cc1
  IDE exosite inh: -7.66*

Screening data (PubChem BioAssay)

Not all compounds are listed. The share of hits here may be higher or lower than overall.
